# EPAC1 ag = EPAC1 (human) agonism. Potency, µM (top dose mostly 154 µM), for inactives: at the top dose activation, actives largely listed as activators. EPAC1 agonist qHTS, biochemical assay; response scale: 100% = response to 6.5 mM cAMP. 0.073% of 360,000 active. O95398; note: potency is the fitted concentration of half-maximal effect; nearly all actives have a fitted effect of over 60% in size
#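 EPAC1 100 nM, Rap1B–BODIPY-GDP 250 nM, unlabeled GDP 50 uM; compound titration; 5 min RT; kinetic read ex480/em540 at 5-min intervals ×30 min; data normalized to 6.5 mM cAMP agonist control.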
# GLP1R cytotox = cytotoxic in the GLP-1 receptor inverse agonist counter-screen; HEK293 cAMP-luciferase reporter cells, luminescence, 24 h; Potency, µM (doses to about 38.3 µM), inactives show top-dose activity change, negative = inhibition, hits mostly inhibitors; 0.13% of 410,000 active; AID 624418;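 note: loss of luciferase light is scored as toxicity; potency is the fitted concentration of half-maximal effect; % is set by controls: 0 for no effect and ±100 for the full control effect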
#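 A 23 nL compound transfer followed 12 hours of cell culture at 37 deg C; exposure then lasted 24 hr. Luciferase assay detection reagent was dispensed and plates read for luminescence after a 12 min room-temperature wait.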
# IL-2 act = IL-2 activation; IL-2 activation reporter assay, cell-based qHTS; stimulated with anti-CD3/CD4/CD28 beads; in transgenic mouse T cells; activation, % (series mostly up to about 46 µM); AID 652025; 0.065% of 360,000 active; in the data active = activation above about 50%; inconclusive = mostly about 30% to 49%; note: 0% is about no effect
#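 EGFP and DsRed fluorescence is measured by plate cytometry in unstimulated transgenic mouse T cells exposed to compound for 60 minutes, then stimulated 18 hours at 37 degrees C with anti-CD3/anti-CD4 beads plus anti-CD28.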
# PI5P4Ka inh = inhibitors of human PI5P4K alpha; PI5P4Kalpha enzyme, ADP-Glo luminescence, 60 min; active compounds read low; AID 652105; max response, %; P48426; 1.2% of 330,000 active; active = max response of -50% or lower; inconclusive = between -30% and -50%; inactive = -30% or higher; note: value at the top dose of about 77 µM; % is set by controls: 0 for no effect and ±100 for the full control effect
# Target sequence (P48426 whole entry, looked up): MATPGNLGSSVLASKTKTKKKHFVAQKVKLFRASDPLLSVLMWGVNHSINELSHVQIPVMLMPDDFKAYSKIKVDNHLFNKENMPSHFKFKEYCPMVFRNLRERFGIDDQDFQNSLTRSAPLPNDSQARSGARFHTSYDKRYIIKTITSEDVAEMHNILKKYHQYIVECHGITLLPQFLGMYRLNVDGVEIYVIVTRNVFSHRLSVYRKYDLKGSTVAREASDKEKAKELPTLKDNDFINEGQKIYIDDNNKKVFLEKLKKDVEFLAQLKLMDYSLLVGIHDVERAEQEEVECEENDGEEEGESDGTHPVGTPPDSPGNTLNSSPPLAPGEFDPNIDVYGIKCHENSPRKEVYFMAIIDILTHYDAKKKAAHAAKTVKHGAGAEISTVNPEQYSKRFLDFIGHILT
#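 Controls without substrate or without enzyme flank wells where PI5P4Kalpha converts substrate using 5 microM ATP (final). Incubation lasts 60 minutes at room temperature; ADP formed is read by ADP-Glo luminescence.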
# PLK1 PBD inh = inhibitors of human PLK1 polo-box domain binding; P53350; Plk1 PBD binding of FITC phosphopeptide, fluorescence polarization; Potency, µM, for inactives: max response, negative = inhibition, usual class: inhibitors; 2.8% of 360,000 active; AID 720504; note: potency is the fitted concentration of half-maximal effect; series mostly up to about 57 µM; % is set by controls: 0 for no effect and ±100 for the full control effect; nearly all actives have a fitted effect of over 65% in size
# Target sequence (P53350 whole entry, looked up, the tested form may be a part): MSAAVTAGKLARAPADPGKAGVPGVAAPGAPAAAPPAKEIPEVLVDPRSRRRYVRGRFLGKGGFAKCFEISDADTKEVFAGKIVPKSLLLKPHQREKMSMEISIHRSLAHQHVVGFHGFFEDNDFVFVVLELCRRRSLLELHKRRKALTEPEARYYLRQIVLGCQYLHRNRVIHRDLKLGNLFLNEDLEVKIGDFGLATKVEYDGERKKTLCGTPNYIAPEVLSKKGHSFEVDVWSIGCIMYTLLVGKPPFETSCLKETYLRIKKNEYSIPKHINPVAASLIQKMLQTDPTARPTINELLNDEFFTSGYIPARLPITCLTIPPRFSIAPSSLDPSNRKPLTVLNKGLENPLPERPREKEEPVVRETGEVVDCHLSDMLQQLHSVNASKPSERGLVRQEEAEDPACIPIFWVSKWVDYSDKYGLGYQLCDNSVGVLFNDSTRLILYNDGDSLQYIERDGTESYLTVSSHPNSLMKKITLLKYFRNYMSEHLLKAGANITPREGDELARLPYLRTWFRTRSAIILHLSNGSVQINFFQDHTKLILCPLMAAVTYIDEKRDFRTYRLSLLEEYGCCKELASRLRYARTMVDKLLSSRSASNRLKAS
# EPAC1 antag = blocks human EPAC1 exchange factor | O95398 | EPAC1 GEF assay, Rap1b-BODIPY-GDP exchange fluorescence | Potency, µM (top dose mostly 115 µM), inactives show top-dose activity change, negative = inhibition, most hits filed as inhibitors | 0.14% of 360,000 active | AID 720709;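 note: potency is the fitted concentration of half-maximal effect; plate controls were vehicle for no effect and positive control for full effect; nearly all actives have a fitted effect of over 50% in size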
# GLP-1R agonist = activates the human GLP-1 receptor; HEK293 GLP-1R CRE-luciferase, luminescence, 4-6 h; cells express a hypersensitive GLP-1R form; 0.007% of 380,000 active; P43220; Potency, µM (top dose mostly 45.6 µM), inactives show at the highest dose activation, hits mostly activators; note: potency is the fitted concentration of half-maximal effect; % of control where 0% means no effect
# GLP1R inv ag = inverse agonists of human GLP-1 receptor. Potency, µM (titrated, usually from 38.3 µM), for inactives: at the highest dose activity change, negative = inhibition, actives largely listed as inhibitors. P43220. 1.6% of 410,000 active. HEK293 GLP-1R CRE-luciferase, luminescence, 24 h; GLP-1R form is constitutively active; note: potency is the fitted concentration of half-maximal effect; % is set by controls: 0 for no effect and ±100 for the full control effect; nearly all actives have a fitted effect of over 55% in size
#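 qHTS in 1536-well format: reporter HEK293 cells expressing constitutive GLP-1R activity in DMEM + 10% Nu serum, 24 hr with compounds at 37 deg C, luminescence read after 12 min with detection reagent.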
# PTHR1 agonist = PTHR1 (human) receptor agonism. AID 743266. Potency, µM (titrated, usually from 115 µM), inactives show at the highest dose activation, usual class: activators. HEK293 GP2 PTHR1 cells, GloSensor cAMP luminescence, 1 h. Q03431. 0.075% of 410,000 active; note: potency is the fitted concentration of half-maximal effect; nearly all actives have a fitted effect of over 55% in size; some results filed as inactive show a strong effect at the top dose; inactives centre near -15; many of its hits are not listed in these tables
#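 HEK-293-derived GP2 cells expressing PTHR1 and a GloSensor cAMP reporter, 3,000/well, plated overnight, given luciferin plus IBMX (each 0.5 mM as added) for 1 h at 37 °C, then compound for 1 h at 37 °C. Luminescence was read after 15 min at room temperature.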
# * hit, by the source's call; i = inactive; ? = inconclusive; · = not tested or not shown; [ ] = another dose, or the depositor's remark. Unless noted, calls come from the whole dose curve; as a rule, active = well fitted curve in the direction sought with a large enough effect; inconclusive = small, poorly fitted or top-dose-only effect, or another doubt; inactive = no such curve, though single readings can be large; an effect the other way counts as inactive or inconclusive. Not all compounds are listed; rates above refer to the full screens.
# Order of results: GLP1R inv ag | GLP-1R agonist | EPAC1 ag | PLK1 PBD inh | GLP1R cytotox | PI5P4Ka inh | PTHR1 agonist | EPAC1 antag | IL-2 act
- C[C@@H]1CN([C@H](C)CO)C(=O)Cc2cc(NC(=O)CCC(F)(F)F)ccc2O[C@@H]1CN(C)S(=O)(=O)c1ccccc1
  4% | 2% | -4% | -11% | 4% | 2 | i | -16% | -0.1
- COc1ccc(OC)c(Nc2cc(C)nc3nc(C)nn23)c1
  -9% | -6% | 5% | -8% | -13% | 4 | i | -15% | 0.8
- CCOC(=O)c1c(C)[nH]c(C)c1C(=O)COC(=O)/C=C/c1cccc(Cl)c1
  -4% | 14% | 7% | -8% | -3% | 0 | -10% | -8% | -1.9
- OC(CNC1CCCC1)COCCOc1ccc(Br)cc1 (configuration not stated)
  ? | 5% | 9% | -14% | -2% | 0 | i | -24% | -2.1
- Cc1ccccc1OCC(=O)OCC(=O)N1CCCc2ccccc21
  7% | -11% | -13% | -1% | -6% | -2 | -17% | 7% | 0.8
- COc1ccc2[nH]cc(C(=O)CN3CCN(C(=O)c4ccco4)CC3)c2c1
  24% | 4% | -2% | -13% | 13% | 2 | -21%[57.5 µM] | -7% | 0.3
- CC(C)(C)Sc1nc(O)cc(=O)[nH]1
  -7% | -8% | 9% | -5% | -10% | 0 | i | -31% | 0.4
- COc1ccc(NC(=S)N2CCc3ccccc32)cc1OC
  8% | 10% | -3% | -2% | 0% | 0 | i | -1% | -0.1
- COc1cccc(C2=NO[C@@H]3C(=O)N(c4ccc5c(c4)OCCO5)C(=O)[C@H]23)c1OC
  ? | -16% | -7% | -5% | -10% | -3 | i | 2% | -1.0
- COc1ccc(NC(=O)c2[nH]c(C)c(C(C)=O)c2C)cc1Cl
  -16% | -6% | -14% | -16% | -9% | 0 | -45%[inhibitor][57.5 µM] | -16% | 0.7
- COCCN(C(=O)CCSc1ccc(F)cc1)c1c(N)n(Cc2ccccc2)c(=O)[nH]c1=O
  1% | 0% | 8% | -2% | -1% | -4 | i | -21% | -0.7
- CC(C)c1cc(Cn2c3ccccc3c(=O)n2C(C)Cn2cc(C3CC3)nn2)on1 (configuration not stated)
  8% | · | 7% | -5% | -3% | -4 | i | -18% | 0.0
- Clc1ccc(-c2cnc3cccnn23)cc1
  3% | 18% | 3% | -11% | 8% | 1 | -20% | -4% | -0.5
- CC(=O)N1C[C@H]2CON(C)[C@H]2C[C@H]1c1cccc(-c2ccccc2C)c1
  8% | 0% | -17% | -7% | 1% | 3 | -9% | -10% | -0.6
- CCOc1ccc(S(=O)(=O)N2CCC(C(=O)NCc3ccncc3)CC2)cc1Cl
  -7% | 7% | 7% | -11% | -1% | -1 | -2% | -7% | -0.3
- Clc1cccc(OCc2nc(-c3ccncc3)n[nH]2)c1
  6%[7.66 µM] | 6% | -13% | -11% | -1%[7.66 µM] | -4 | i | -12% | -0.4
- CCc1ccc(N/C(SCc2cccc(F)c2)=C(/C#N)C(=O)NCc2ccco2)cc1
  ? | 0% | 9% | -6% | -17% | · | i | -19% | 1.5
- O=c1cc(CO)oc(CN2CCN(CCO)CC2)c1O
  29% | -12% | 5% | -8% | 2% | -1 | -22% | 1% | -1.4
- COCCNC(=O)CCc1nnc(C2(c3ccc(Cl)cc3)CCC2)o1
  7% | 8% | 7% | -6% | -6% | 7 | i | -17% | -0.1
- NC(=O)C1(N2CCCCC2)CCN(C(=O)c2cc(COc3c(F)cccc3F)on2)CC1
  10% | 3% | -3% | -1% | 1% | 7 | -31%[inhibitor] | -3% | 7.0
- O=C(NCCN1CCOCC1)c1cc(-c2ccccc2Cl)nc2ccccc12
  20% | -1% | -6% | -6% | 6% | 3 | -21% | 10% | -3.2
- O=C(NCCc1csc(-c2ccc(C(F)(F)F)cc2)n1)c1cccs1
  ? | 3% | -11% | -1% | -28% | 4 | -36%[inhibitor] | -9% | -2.2
- Cc1nc2ccc3nc(NC(=O)c4ccco4)sc3c2s1
  24% | 1% | 14% | -9% | -3% | -28 | i | 13% | 0.2
- O=C(O)c1ccc(NC(=O)c2cn(-c3ccccc3)nc2-c2ccccc2)cc1
  11% | 6% | -12% | -4% | -4% | -3 | -25% | 12% | 0.9
- O=S(=O)(Nc1nc2ccccc2nc1NCc1ccco1)c1ccc(F)cc1
  -11% | -2% | -15% | -8% | -8% | 0 | i | 7% | 0.7
- CCCCNc1nc(CC(C)=O)ns1
  0% | -8% | -6% | -13% | 1% | · | i | -10% | -1.0
- O=c1sc(Nc2ccccc2)nc2ccccc12
  42%[activator] | 9% | 1% | -5% | 10% | -7 | i | -2% | 0.6
- O=c1cnnc(Nc2ccc(Nc3ccccc3)cc2)[nH]1
  19%[7.66 µM] | -1% | 16% | -9% | -9%[7.66 µM] | -6 | i | -19% | 0.4
- CN(CC(=O)Nc1ccccc1Br)C(=O)c1ccccc1OCc1ccccc1Cl
  ? | 25% | 14% | 5% | -16% | 3 | i | -1% | -2.6
- CCC(=O)Nc1nnc(/C=C/c2ccc(OC)cc2)s1
  30% | 14% | 2% | -8% | 9% | -6 | i | 14% | -3.0
- C/C(=N\NC(=O)c1nnn(-c2nonc2N)c1CN1CCC(C)CC1)c1ccc(Br)cc1
  -4% | -1% | 4% | 0% | 6% | 1 | -18% | -2% | 2.2
- COc1cccc(C(=S)N2CCCC2)c1OC
  7% | -6% | 2% | 24µM* | 2% | -11 | -15% | 2% | 0.3
- CCOC(=O)C1=C(COC(=O)c2sccc2C)NC(=O)NC1C (configuration not stated)
  70%[activator] | 23% | 4% | -15% | 3% | 1 | -33%[inhibitor] | -7% | 0.1
- O=C(c1cccs1)N(Cc1cc2ccccc2[nH]c1=O)CC1CCCO1 (configuration not stated)
  0% | 11% | 3% | 0% | -2% | 6 | i | -7% | 1.8
- CCOc1ccc(Nc2cc(C)c3ccccc3n2)cc1
  ? | 1% | 5% | -7% | -15% | 15 | i | 2% | -2.6
- CC(=O)N1CCc2c(sc3c2c(=O)n(-c2ccccc2)c(=O)n3CC(=O)Nc2cccc(C)c2)C1
  5% | 1% | · | · | -6% | · | i | · | ·
- CCCn1c(=S)[nH]c2ccccc2c1=O
  ? | 11% | -6% | -17% | ? | 3 | -23% | -10% | -0.5
- CCOCCCNC(=O)c1ccc2nc(-c3ccc(OC)c(OC)c3)c(-c3ccc(OC)c(OC)c3)nc2c1
  -2% | 15% | -7% | -1% | 7% | -4 | -8% | -24% | 0.2
- Cc1nn(CC(=O)N2CCN(c3ccccc3)CC2)c(C)c1[N+](=O)[O-]
  16% | 9% | 7% | -10% | 6% | 6 | -22% | -3% | 0.4
- CCOCC(=O)NC1CCc2cc(OC(=O)COCC)c(OC)c(OC)c2-c2ccc(SC)c(=O)cc21 (configuration not stated)
  -48% | 0% | 1% | -3% | -55% | 0 | i | -2% | -0.2
- Cc1cc(C)cc(NS(=O)(=O)c2csc(C(N)=O)c2)c1
  -10% | 9% | 3% | -7% | -2% | 0 | -5% | 2% | -0.5
- CCc1nc2ccc(C(=O)Nc3ccc4c(c3)OCC(=O)N4)cn2c1N(CC)Cc1cccc(Br)c1
  ? | -3% | -12% | -11% | ? | -20 | 11% | -14% | -0.3
- COc1ccc2c(OC)c3ccoc3nc2c1OC
  23% | 2% | -2% | -4% | -15% | -1 | -18% | ? | 1.3
- CCOC(=O)[C@]12CCCC=C1N(Cc1ccc3c(c1)OCO3)C(=O)[C@H](CC(=O)N1CCN(C(=O)c3ccco3)CC1)C2
  8% | 2% | 3% | -17% | -3% | 0 | -10% | -27% | -0.7
- CCc1ccc(-c2cc(C)no2)cc1S(=O)(=O)N1CCOc2ccccc21
  ? | 12% | 4% | -9% | 46%[activator] | 8 | -27% | -7% | -4.4
- NC(=O)N/N=C/c1cn(-c2ccccc2)nc1-c1cccnc1
  120%[activator] | 16% | -8% | 2% | -3% | -3 | 17% | -15% | 1.0
- N#CC1=C(N)Oc2ccc3ccccc3c2C1c1cccnc1 (configuration not stated)
  ? | 12% | 3% | -4% | -24% | -4 | -27% | -15% | 1.6
- NC(=O)c1nsc(C(=O)N(Cc2ccc(F)cc2)C(C(=O)NC2CCCC2)c2ccco2)c1N (configuration not stated)
  -11% | 3% | -1% | -14% | 2% | 1 | i | -6% | 4.7
- Cc1ccc(/C=N/NC(=O)Cn2cncn2)cc1
  3% | 12% | 8% | 4% | 15% | 0 | -18% | 4% | -1.8
- O=[N+]([O-])c1ccc(C=CC=Cc2ccccc2)cc1
  12% | -4% | -1% | 4% | 5% | 0 | i | 8% | 28

# (next part)
# Order of results: GLP1R inv ag | GLP-1R agonist | EPAC1 ag | PLK1 PBD inh | GLP1R cytotox | PI5P4Ka inh | PTHR1 agonist | EPAC1 antag | IL-2 act
- CC(C)c1nc(C(=O)N2CCCC(CCC(=O)N(C)CCc3ccccn3)C2)cs1 (configuration not stated)
  4% | 3% | -2% | 1% | -34% | -2 | i | 13% | -2.6
- CCn1cc(CN2CCc3c([nH]c4ccccc34)C2c2ccc(F)c(OC)c2)c(C)n1 (configuration not stated)
  ? | 2% | 14% | 71%[activator] | 2% | -1 | -10% | -27% | -0.5
- CSc1ccccc1NC(=O)Cn1c([N+](=O)[O-])cnc1C
  -18% | 2% | -3% | 3% | -9% | -1 | i | -13% | 0.3
- Oc1ccc(-c2c(-c3ccsc3)sc3ccccc23)cc1
  28% | 12% | -6% | -2% | -10% | -4 | -26% | -22% | 1.8
- Cc1cccc(OCCNC(=S)NC(=O)c2cccnc2)c1
  0% | 10% | -3% | -7% | 12% | -5 | i | -8% | 0.3
- Cc1cc(=O)n2[nH]c(-c3ccco3)nc2n1
  -4% | -2% | -3% | -7% | -11% | · | 3% | 8% | -1.4
- Clc1ccc(CN2CCN(c3ncccn3)CC2)c(Cl)c1
  ? | -7% | 9% | 3% | -5% | 11 | -92%[inhibitor] | -12% | -0.7
- C/C(=N\NC(=O)c1ccc(Br)cc1)C1C(=O)c2ccccc2C1=O
  ? | -8% | -4% | ? | 10µM* | · | -43%[inhibitor] | -9% | -1.1
- Cc1ccc(N2C(=O)C3C4CCC(O4)C3C2=O)c(OC(F)F)c1 (configuration not stated)
  -5% | -2% | -3% | -7% | 1% | 6 | -17% | -6% | -0.7

# Screening results as filed in PubChem BioAssay.
